# Screening results: PubChem BioAssay, National Center for Advancing Translational Sciences (NCATS)
# ASM inhibitor – human S-ASM enzyme inhibition. P17405. placental ASM, HMU-PC fluorogenic substrate, 60 min. Potency, µM (highest dose often 57.5 µM), inactives show top-dose activity change, negative = inhibition, hits mostly inhibitors. actives 0.006% (n = 340,000); also: potency is read from the fitted curve at half-maximal effect
#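 Steps: dispense placental human ASM, pin compound, wait 10 min at room temperature, add HMU-PC0 substrate at 9 uM final, incubate 60 min at 37 °C, add stop solution raising pH to 10, read fluorescence.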
# TRPV1 agonist – activates the human vanilloid receptor TRPV1. activation, % at 8.33 µM. Q8NER1. actives 0.19% (n = 320,000). TRPV1-expressing cells, Fluo-8 calcium influx, agonist mode; in the data active = activation above about 80%; inconclusive = between about 30% and that limit; also: 0% is about no effect
#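 Fluo-8 calcium influx in TRPV1-expressing cells, kinetic read (ex 480/em 520 nm). Compound added and read 3 min for agonist activity, followed by capsaicin at EC20 final and 2 min further read for enhancement.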
# Eya2 inh – inhibitors of human Eya2 phosphatase activity; O00167; recombinant Eya2, OMFP fluorescence dephosphorylation (OMFP is methylfluorescein phosphate); Potency, µM (series often up to 76.9 µM), for the others: at the highest dose activity, negative = inhibition, hits mostly inhibitors; actives 0.006% (n = 330,000); also: potency is read from the fitted curve at half-maximal effect; % is scaled to controls: 0 for no effect and ±100 for the full control effect
# Target sequence (O00167 whole entry, looked up): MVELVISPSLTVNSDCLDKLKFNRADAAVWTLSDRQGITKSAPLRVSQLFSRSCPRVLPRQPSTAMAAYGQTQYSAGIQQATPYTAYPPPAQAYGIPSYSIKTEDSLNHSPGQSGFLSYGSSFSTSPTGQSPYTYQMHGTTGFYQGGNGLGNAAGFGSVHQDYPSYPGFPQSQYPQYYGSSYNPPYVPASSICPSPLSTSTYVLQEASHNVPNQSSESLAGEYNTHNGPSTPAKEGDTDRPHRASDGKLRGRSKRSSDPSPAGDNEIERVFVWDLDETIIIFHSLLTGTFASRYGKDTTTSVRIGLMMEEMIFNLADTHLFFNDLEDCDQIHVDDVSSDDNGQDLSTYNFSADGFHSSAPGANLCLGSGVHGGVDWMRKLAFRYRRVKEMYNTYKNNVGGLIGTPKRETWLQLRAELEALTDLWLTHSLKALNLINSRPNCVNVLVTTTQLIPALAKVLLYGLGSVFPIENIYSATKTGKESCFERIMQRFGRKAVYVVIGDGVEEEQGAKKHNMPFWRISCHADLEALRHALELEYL
#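 Eya2 protein (added as 0.2 uM solution) was preincubated with compound for 10 min at ambient temperature in 50 mM HEPES pH 7.5, 50 mM NaCl, 5 uM MgCl2, 0.05% BSA, 1 mM DTT. OMFP (added at 50 uM) then reacted 10 min; fluorescence read at 485/525 nm.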
# B2AR arrestin – beta2AR (human) beta-arrestin recruitment activity; actives 0.02% (n = 330,000); Potency, µM (highest dose often 46.1 µM), without a hit: at the top dose activation, actives largely listed as activators; AID 492947; beta-arrestin recruitment to beta2AR, cell-based reporter;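 also: potency is read from the fitted curve at half-maximal effect; 0% = DMSO controls and full agonism = EC100 isoproterenol or metaproterenol; nearly all actives have a fitted effect of over 65% in size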
# Target sequence (P07550 whole entry, looked up): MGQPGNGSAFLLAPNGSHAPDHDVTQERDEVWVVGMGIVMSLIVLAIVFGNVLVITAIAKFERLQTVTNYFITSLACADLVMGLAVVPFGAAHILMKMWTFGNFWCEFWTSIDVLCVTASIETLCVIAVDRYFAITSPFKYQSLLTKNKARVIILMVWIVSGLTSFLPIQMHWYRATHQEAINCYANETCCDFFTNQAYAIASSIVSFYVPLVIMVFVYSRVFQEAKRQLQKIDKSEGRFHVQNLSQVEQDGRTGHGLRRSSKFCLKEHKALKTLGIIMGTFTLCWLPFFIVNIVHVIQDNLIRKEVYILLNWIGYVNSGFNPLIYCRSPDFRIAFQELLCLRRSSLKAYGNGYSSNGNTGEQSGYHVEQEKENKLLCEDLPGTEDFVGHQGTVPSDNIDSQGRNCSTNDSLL
# BRCA1 expr act – increases BRCA1 expression; AID 624202; actives 1.1% (n = 380,000); MCF7-BRCA1-FFLuc reporter, luminescence, 48 h; response scale: scaled: vehicle 0%, 10 µM genistein 100%; Potency, µM (top dose mostly 46.1 µM), for the others: top-dose activation, hits mostly activators; also: potency is read from the fitted curve at half-maximal effect; nearly all actives have a fitted effect of over 80% in size; some results filed as inactive show a strong effect at the top dose
#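 MCF7 cells carrying a BRCA1-firefly luciferase reporter (2000 cells/well, phenol-red free MEM) were attached for 2 h at 37 °C, then given compounds for 48 h. Luminescence was read 15 min after luciferase reagent; activity normalized to genistein (10 microM) and DMSO.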
# USP2a inh – USP2a (human) protease inhibition; AID 463254; actives 0.01% (n = 330,000); Potency, µM (highest dose often 38.3 µM), for the others: top-dose activity change, negative = inhibition, usual class: inhibitors; USP2 core, Ub-CHOP2 coupled fluorogenic reporter, 485/531;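 also: potency is read from the fitted curve at half-maximal effect; plate controls were DMSO wells for no effect and full inhibition by NEM control for full effect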
#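 Cell-free coupled assay: 10nM USP2 core preincubated 30min RT with compound in Tris-HCl pH 8.0/CaCl2/CHAPS buffer, then 25nM Ub-CHOP2 and 25nM reporter substrate; fluorescence (Ex 485/Em 531) read after 60min RT, normalized to NEM inhibition, concentration-response curves fitted.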
# p53 reactivator – restores transcriptional activity of mutant p53; H1299 p53-A138V BP100-luciferase reporter, luminescence, 24 h; Potency, µM (top dose mostly 92.2 µM), inactives show at the highest dose activity change, positive = activation, usual class: activators; actives 0.063% (n = 320,000); AID 504706; also: potency is read from the fitted curve at half-maximal effect; % of control where 0% means no effect; nearly all actives have a fitted effect of over 45% in size
#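 H1299 (p53-null), stable ts p53-A138V + BP100-Luc; 1000 cells/well, Opti-MEM/10% FBS; cpd 4 pt, 1:5; 24 h, 37 deg C, 5% CO2; detection reagent 10 min RT; luminescence.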
# uPA surface inh – inhibitors of cell surface uPA generation. cell surface uPA generation assay, qHTS. Potency, µM (titrated, usually from 38.3 µM), for the others: at the top dose activity change, negative = inhibition, most hits filed as inhibitors. actives 0.31% (n = 330,000); active = well fitted inhibition curve with a large enough effect; inconclusive = small, poorly fitted or top-dose-only effect; inactive = no such curve, though single readings can be large or run the other way; tested in mouse RAW 264.7 cells; also: potency is read from the fitted curve at half-maximal effect; % is scaled to controls: 0 for no effect and ±100 for the full control effect; nearly all actives have a fitted effect of over 55% in size
# ELG1 genotoxic – genotoxicity induction in ELG1-luciferase HEK293T cells | actives 1.3% (n = 330,000) | AID 504466 | Potency, µM (highest dose often 46 µM), for inactives: at the highest dose activity change, positive = activation, usual class: activators | HEK293T ELG1-luciferase reporter, luminescence, 16 h; also: potency is read from the fitted curve at half-maximal effect; % of control where 0% means no effect; nearly all actives have a fitted effect of over 60% in size
#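 Step 1: seed 2,000 HEK293T ELG1-luciferase cells per well. Step 2: add compound or DMSO, incubate 16 hr at 37 °C. Step 3: ONE-Glo, 30 min at room temperature, read luminescence.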
# a7 integrin act – activates integrin-mediated alleviation for muscular dystrophy; alpha7betagal myoblasts, beta-gal FDG fluorescence, 48 h; AID 624291; Potency, µM (titrated, usually from 38.3 µM), inactives show top-dose activation, hits mostly activators; actives 0.064% (n = 350,000);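 also: potency is read from the fitted curve at half-maximal effect; 100% = response of the positive control SU9516; nearly all actives have a fitted effect of over 60% in size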
#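 alpha7betagal+/- myoblasts (passage 13, 250/well) treated 48 h at 37C with compounds at 1:260 dilution of DMSO stock. Lysed, then beta-galactosidase activity read as FDG fluorescence (ex 480/em 540) after 30 min, with pre-read for autofluorescence.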
# TSG101-PTAP inh – blocks PTAP/TSG101 interaction to inhibit HIV-1 budding | AID 493005 | Q99816 | 340,000 tested, under 10 active | Potency, µM (highest dose often 115 µM), for inactives: at the top dose activity change, negative = inhibition, most hits filed as inhibitors | Fluorescence polarization, FITC-PTAP peptide / Tsg101 binding; active = well fitted inhibition curve with a large enough effect in the main read-out, with a control signal flat, not every such curve was filed as active; inconclusive = small, poorly fitted or top-dose-only effect, or effect the other way, or a change in a side signal; inactive = no such curve, though single readings can be large or run the other way; also: potency is read from the fitted curve at half-maximal effect; % of control where 0% means no effect
#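 Fluorescence anisotropy tracks displacement of a FITC-tagged PTAP peptide (50 nM) from the Tsg101 binding domain (10 uM), following a 20 min room-temperature incubation at pH 7.5.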
# * marks the source's active call; other numbers are inactive results; ? = inconclusive; · = no result given; & = joins results of further samples; [ ] = remark or other dose. Unless noted, calls follow the shape of the dose curve; as a rule, active = well fitted curve in the direction sought with a large enough effect; inconclusive = small, poorly fitted or top-dose-only effect, or another doubt; inactive = no such curve, though single readings can be large; an effect the other way counts as inactive or inconclusive.
structure	uPA surface inh	ASM inhibitor	a7 integrin act	ELG1 genotoxic	TSG101-PTAP inh	TRPV1 agonist	B2AR arrestin	BRCA1 expr act	Eya2 inh	USP2a inh	p53 reactivator
O=C(NCC1CCCO1)c1ccc2c(c1)N(Cc1ccc(F)cc1)CCS2 (stereo not drawn)	6%	0%	5%	-4%	2%	?	-0.8%	-42%	11%	0%	-3%
CSc1cccc(NC(=O)c2nnn(Cc3ccccc3)c2N)c1	0%	-2%	-3%	4%	-1%	-1	-0.7%	10%	-32%	-7%	3%
O=C(COC(=O)c1ccccc1Br)NCC1CCCO1 (stereo not drawn)	-13%	-2%	-11%	5%	-2%	·	2.4%	9%	-25%	1%	10%
CCOc1ccccc1NC(=O)C1Cc2ccccc2CN1S(C)(=O)=O (stereo not drawn)	-5%	2%	-27%	1%	-8%	2	-0.1%	-16%	13%	4%	-8%
O=C(CCCC(=O)N(c1ccc2c(c1)OCCO2)C(C(=O)NC1CCCCC1)c1ccc(F)cc1)Nc1ccccn1 (stereo not drawn)	7%	6%	0%	5%	-8%	16	-0.9%	-38%	-3%	-1%	-6%
CC(C)(C)n1nnnc1C(c1cccs1)N(Cc1cccnc1)CC1CCCO1 (stereo not drawn)	4%	0%	21%	-4%	-3%	?	-0.4%	-27%	3%	-1%	-9%
COc1ccc2c(c1)cc(C)c1nnc(SCC(=O)N3CCN(C(=O)c4ccco4)CC3)n12	6%	3%	-4%	2%	-3%	-2	-0.2%	0%	10%	-3%	-1%
c1ccc(-c2cc(-c3ccccc3)on2)cc1	2%	0%	-13%	5.8µM*	-8%	21	-0.4%	53%	-7%	2%	25%

# Complete entries as entered above.
# Entry for `CC(C)(C)n1nnnc1C(c1cccs1)N(Cc1cccnc1)CC1CCCO1` (stereo not drawn) : uPA surface inh = 4%; ASM inhibitor = 0%; a7 integrin act = 21%; ELG1 genotoxic = -4%; TSG101-PTAP inh = -3%; TRPV1 agonist = ?; B2AR arrestin = -0.4%; BRCA1 expr act = -27%; Eya2 inh = 3%; USP2a inh = -1%; p53 reactivator = -9%
# Entry for `c1ccc(-c2cc(-c3ccccc3)on2)cc1` : uPA surface inh = 2%; ASM inhibitor = 0%; a7 integrin act = -13%; ELG1 genotoxic = 5.8µM*; TSG101-PTAP inh = -8%; TRPV1 agonist = 21; B2AR arrestin = -0.4%; BRCA1 expr act = 53%; Eya2 inh = -7%; USP2a inh = 2%; p53 reactivator = 25%

# Other entries.
structure	uPA surface inh	ASM inhibitor	a7 integrin act	ELG1 genotoxic	TSG101-PTAP inh	TRPV1 agonist	B2AR arrestin	BRCA1 expr act	Eya2 inh	USP2a inh	p53 reactivator
C#CCO[C@@H]1C[C@H](n2cnc3c(NC(=O)c4ccccc4)ncnc32)O[C@@H]1CO	-9%	8%	-7%	15%	-7%	-1	0.1%	53%	11%	1%	12%
COc1ccccc1-c1nnc(NC(=O)c2ccc(S(=O)(=O)N3CCOCC3)cc2)o1	-8%	6%	2%	-12%	1%	-1	0.0%	-40%	7%	-5%	-7%
CC(NC(=O)C1CCC(C(=O)NC(C)c2ccccc2)CC1)c1ccccc1 (stereo not drawn)	32%[activator]	0%	21%	-9%	-5%	0	0.3%	2%	-14%	1%	13%
O=C(c1ccc(Cl)c(S(=O)(=O)N2CCOCC2)c1)N1CCCCCC1	-4%	-1%	-4%	1%	-2%	5	-0.1%	-8%	1%	-1%	3%
CCN(CC)CCNC(=O)c1ccc(NC(=O)Cc2ccccc2F)cc1	-11%	-2%	-4%	-4%	-4%	2	-0.2%	0%	-21%	-7%	6%
CC(C)OC(=O)CC(=O)CSc1nc2c(cc1C#N)CCCCCC2	2%	421%[activator]	-1%	18%	-10%	1	-0.9%	7%	-2%	0%	20%
Cc1ccc(S(=O)(=O)CCc2nnc(NC(=O)C3CCCCC3)s2)cc1	-1%	0%	11%	2%	-3%	-1	-0.3%	-12%	2%	-5%	-1%
C=Cc1ccc(C(=O)NC2CCCN(Cc3ccccc3F)C2)cc1 (stereo not drawn)	5%	6%	-27%	-4%	-5%	18	-1.0%	3%	5%	0%	1%

# 7 structures out of the list, sorted by heavy-atom count, rising.
structure	uPA surface inh	ASM inhibitor	a7 integrin act	ELG1 genotoxic	TSG101-PTAP inh	TRPV1 agonist	B2AR arrestin	BRCA1 expr act	Eya2 inh	USP2a inh	p53 reactivator
c1ccc(-c2cc(-c3ccccc3)on2)cc1	2%	0%	-13%	5.8µM*	-8%	21	-0.4%	53%	-7%	2%	25%
O=C(c1ccc(Cl)c(S(=O)(=O)N2CCOCC2)c1)N1CCCCCC1	-4%	-1%	-4%	1%	-2%	5	-0.1%	-8%	1%	-1%	3%
Cc1ccc(S(=O)(=O)CCc2nnc(NC(=O)C3CCCCC3)s2)cc1	-1%	0%	11%	2%	-3%	-1	-0.3%	-12%	2%	-5%	-1%
CCN(CC)CCNC(=O)c1ccc(NC(=O)Cc2ccccc2F)cc1	-11%	-2%	-4%	-4%	-4%	2	-0.2%	0%	-21%	-7%	6%
CC(NC(=O)C1CCC(C(=O)NC(C)c2ccccc2)CC1)c1ccccc1 (stereo not drawn)	32%[activator]	0%	21%	-9%	-5%	0	0.3%	2%	-14%	1%	13%
COc1ccccc1-c1nnc(NC(=O)c2ccc(S(=O)(=O)N3CCOCC3)cc2)o1	-8%	6%	2%	-12%	1%	-1	0.0%	-40%	7%	-5%	-7%
COc1ccc2c(c1)cc(C)c1nnc(SCC(=O)N3CCN(C(=O)c4ccco4)CC3)n12	6%	3%	-4%	2%	-3%	-2	-0.2%	0%	10%	-3%	-1%

# The list continues:
structure	uPA surface inh	ASM inhibitor	a7 integrin act	ELG1 genotoxic	TSG101-PTAP inh	TRPV1 agonist	B2AR arrestin	BRCA1 expr act	Eya2 inh	USP2a inh	p53 reactivator
CCC1(CC)NC(=O)N(CC(=O)OCC(=O)Nc2ccccc2[N+](=O)[O-])C1=O	0%	-2%	9%	-1%	-2%	1	-0.4%	-9%	-18%	3%	0%
O=C(COC(=O)c1ccccc1OCC(=O)Nc1ccc(Br)cc1)Nc1ccccc1	-2%	4%	13%	16%	-2%	5	-0.3%	-14%&2%	3%	3%	5%
COc1ccc2[nH]cc(CCNS(=O)(=O)Cc3ccccc3)c2c1	4%	-1%	-21%	-1%	-3%	1	-0.2%	-19%	6%	0%	?
Cc1cc(=O)oc2cc(NC(=O)c3c(Cl)cnn3C)ccc12	-3%	17%	-3%	?	-10%	-1	-0.1%	?	-1%	2%	13%
Cc1sc2nc(SCC(=O)N(C)C)[nH]c(=O)c2c1C	2%	1%	-11%	7%	-3%	5	-0.3%	-40%	2%	1%	-3%
CCOC(=O)N1CCC(N(CCN(C)C)C(=S)Nc2cc(C)ccc2C)CC1	2%	6%	-31%	0%	-3%	1	-0.1%	-12%	-4%	-6%	2%
CC(NC(=S)Nc1ccc(OC(F)F)c(Cl)c1)C(C)(C)C (stereo not drawn)	-5%	-3%	-62%[inhibitor]	-15%	-7%	?	0.0%	-36%	8%	-1%	-1%
COC(=O)CNc1nc(C2CC2)nc2c1nnn2Cc1ccccc1Cl	·	-1%	-7%[7.66 µM]	0%	-5%	1	-0.5%	-7%	6%	1%	5%
CC1(c2ccccc2)NC(=O)N(CC(=O)Nc2cc(S(=O)(=O)N3CCOCC3)ccc2Cl)C1=O (stereo not drawn)	0%	-1%	-34%	3%	0%	2	0.2%	0%	-6%	1%	-6%
Cc1ccc(Nc2c(-c3ccc(N(C)C)cc3)nc3ncccn23)cc1	-1%	2%	19%	1%	-3%	·	-0.8%	0%	?	1%	2%
O=C(NCCCN1CCOCC1)C1CCN(S(=O)(=O)c2ccccc2)CC1	2%	4%	19%	3%	-1%	-1	-0.1%	-20%	21%	5%	0%
CN1CCN(NC(=O)CN2C(=O)/C(=C/c3ccccc3F)SC2=S)CC1	·	·	·	0%	·	-1	-1.0%	·	6%	0%	4%
COc1cccc(OCCSc2nc(N)cc(N)n2)c1	-7%	1%	1%	?	-5%	1	-0.4%	75%	16%	2%	8%
CCOc1ccccc1C(=O)N[C@H](C(=O)Nc1nc2c(s1)CCCC2)C(C)C	0%	-10%	-35%	1%	0%	-1	-1.6%	-13%	5%	1%	?
CCOC(=O)c1oc2cccc(O)c2c1CN1CCOCC1	-3%	2%	-17%	0%	-7%	2	0.3%	-35%	13%	2%	0%
Cc1ccccc1N1C(=O)Cc2ccccc2C1=O	2%	172%[activator]	-10%	-13%	0%	-2	2.8%	2%	-12%	4%	-2%
